FID counter: compounds displacing fluorescent DNA intercalator, primary screen, artefact control for HCV NS3 helicase inhibitor project, biochemical, FID fluorescence. DNA fluorescent intercalator displacement. inhibition, % at 7.9 µM. 0.17% of 290,000 active. AID 1845, 2009; in the data active means inhibition above about 37%;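 further: 0% = vehicle and 100% = reference compound; higher means more ethidium bromide displaced from hairpin DNA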
MEKK2wt PB1 HTS: modulators of MEK5 binding to wildtype MEKK2, primary screen, biochemical, multiplex bead flow cytometry, Alexa488-MEK5. Alexa488-MEK5 binding to MEKK2 WT; actives lie on both sides. 1.1% of 290,000 active. Mitogen-activated protein kinase kinase kinase 2 (Homo sapiens), Q9Y2U5. binding response (% of control), % at 10 µM; in the data active means binding response below about 67% or above about 130%
PfM18AAP inh: PfM18AAP inhibitors, malaria aminopeptidase, primary screen, biochemical, QFRET, recombinant enzyme | inhibition, % at 7.35 µM | M18 aspartyl aminopeptidase (Plasmodium falciparum 3D7) | 1.2% of 290,000 active | H-Glu-NHMec fluorogenic cleavage;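 active means inhibition above the campaign mean inhibition over all tested compounds plus 3 SD, cut at about 28% in these data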;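 further: 0% = plate median of test compound wells and 100% = 2 mM ZnCl2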
NALP1 inh: NALP1 inflammasome inhibitors in reconstituted yeast, colorimetric, S. cerevisiae, triplicate retest. S. cerevisiae NALP1/ASC/caspase-1 growth, X-gal OD620, 72 h. AID 2071, 2009. inhibition, % at 10 µM. 0.61% of 280,000 active; in the data active means inhibition mostly above about 24%, no sharp cut-off; inactive means mostly below about 32%; further: some compounds called inactive have numbers as strong as hits
IMP-1 inhibitor: IMP-1 metallo-beta-lactamase inhibitors, primary screen, biochemical, epi-absorbance readout, Pseudomonas aeruginosa enzyme; AID 1556, 2009; metallo-beta-lactamase IMP-1 (Pseudomonas aeruginosa); 0.45% of 290,000 active; inhibition, % at 5.6 µM; purified IMP-1, nitrocefin hydrolysis, epi-absorbance fluorescence;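 active means inhibition above the mean plus 3 SD of all compounds in the same screening run, cut at about 4.5% in these data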;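 further: 0% = IMP-1 with DMSO and 100% = DMSO wells lacking enzyme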
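assay system = purified recombinant IMP-1 metallo-beta-lactamase enzyme | schedule = 15 min preincubation plus 25 min reaction at 25 °C | signal = Epi-absorbance fluorescence, 480 nm excitation, 530 nm emission | read-out basis = percent inhibition from optical density relative to buffer-blank wells | controls = IMP-1 with DMSO as 0%, enzyme-free DMSO as 100%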
HCV NS3 hel inh: inhibitors of HCV NS3 helicase, primary screen, biochemical, Cy5 molecular beacon fluorescence | Hepatitis C virus NS3 helicase | NS3 helicase DNA unwinding | inhibition, % at 10.9 µM | 0.56% of 290,000 active | AID 1800, 2009;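 active means inhibition above the mean of all tested compounds plus 3 SD, set per campaign, cut at about 35% in these data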;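 further: 0% = DMSO wells and 100% = thioflavine S control wells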
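Measured by: Cy5 fluorescence, 0 and 60 min reads / Assay system: NS3 helicase fragment of HCV / Control set: low DMSO, high thioflavine S at 110 µM / Times: 1 h reaction at 25 °C, ATP-initiated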
MEKK2mut PB1 HTS: MEK5 binding signal on mutant MEKK2 PB1, primary screen, biochemical, multiplex bead flow cytometry, Alexa488-MEK5; Alexa488-MEK5 binding to MEKK2 mutant; percent response, % at 10 µM; 0.35% of 290,000 active; in the data active means percent response above about 24%, passing the limit was not always enough; further: inactives centre near 1; some results filed as inactive read as strong as hits
UBC9 SUMO inh: inhibitors of in vitro SUMOylation cascade, primary screen, biochemical, HTRF, uHTS. AID 2006, 2009. HTRF SUMOylation assay, SAE1/SAE2 + UBC9. 0.36% of 290,000 active. inhibition, % at 35 µM; in the data active means inhibition above about 50%, passing the limit was not always enough; further: strong numbers were not always called active
Target sequence (P63279 whole entry, looked up): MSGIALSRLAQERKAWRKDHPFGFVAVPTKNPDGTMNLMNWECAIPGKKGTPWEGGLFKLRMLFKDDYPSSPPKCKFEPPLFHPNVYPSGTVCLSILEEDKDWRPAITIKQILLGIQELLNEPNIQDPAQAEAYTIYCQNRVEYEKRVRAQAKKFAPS
VIM-2 inh: VIM-2 metallo-beta-lactamase inhibitors, primary screen, biochemical, epi-absorbance readout, Pseudomonas aeruginosa enzyme; purified VIM-2, nitrocefin hydrolysis, epi-absorbance fluorescence; inhibition, % at 5.6 µM; 0.89% of 290,000 active; AID 1527, 2009;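 active means inhibition above the mean of all tested compounds plus 3 SD, cutoff set per screening run, cut at about 7.5% in these data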;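 further: red hydrolysis product quenches plate fluorescence so inhibitors raise well fluorescence; 0% = enzyme with DMSO and 100% = DMSO without enzyme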
* = called active by the depositor; x = no result given.

SMILES	FID counter	MEKK2wt PB1 HTS	PfM18AAP inh	NALP1 inh	IMP-1 inhibitor	HCV NS3 hel inh	MEKK2mut PB1 HTS	UBC9 SUMO inh	VIM-2 inh
Cc1nn(-c2ccccc2)c2c1C(c1cccc([N+](=O)[O-])c1)N(c1ccccc1)C(=O)N2 (stereo not drawn)	-15	93	3	21	-1.9	1	-3	6	-0.7
CCc1c(C)nc(N)n2c(SCC(=O)Nc3ccccc3OC)nnc12	3	102	-4	5	-3.5	-6	10	-2	0.7
CCOc1ncccc1C(=O)N1CCN(S(=O)(=O)c2ccc3ccccc3c2)CC1	-34	111	-7	x	-3.1	1	6	18	-2.0
C=CCN1CC(C)/C(=N\O)CC1C (stereo not drawn)	-2	88	-15	24	-2.6	-1	-23	28	-0.2
Cn1cccc1C(=O)OCc1cc(Cl)cc2c1OCOC2	-10	102	3	7	-3.5	-2	2	-2	-3.1
O=C(CCl)NCCN1C(=O)S/C(=C\c2cccnc2)C1=O	-2	97	8	13	-1.4	-3	-10	11	1.5
O=C(Nc1nnc(COc2ccccc2F)s1)Nc1ccccc1F	-1	94	-1	x	-3.6	5	-14	34	-4.6
CCCCn1c(-c2csc3ccccc23)n[nH]c1=S	-10	x	-7	-12	-6.0	-4	x	15	-3.7
COc1ccc([C@@H]2CC(=O)c3c(O)cc(O[C@@H]4O[C@H](CO[C@@H]5O[C@@H](C)[C@H](O)[C@@H](O)[C@H]5O)[C@@H](O)[C@H](O)[C@H]4O)cc3O2)cc1O	-10	105	1	22	-3.4	6	7	8	0.1
Cc1noc(C)c1C(=O)NCc1ccco1	1	106	4	5	-3.4	3	6	-11	-2.0
CS(=O)(=O)N1CCc2cc(NC(=O)c3ccc(Cl)cc3Cl)ccc21	-10	107	3	9	-0.5	16	-4	-9	-0.7
COc1ccc(Nc2cc(C)nc3ncnn23)cc1Cl	-10	103	0	3	-4.5	15	3	2	9.4*
CC(NS(=O)(=O)c1ccc([N+](=O)[O-])cc1)C(=O)NN (stereo not drawn)	-9	98	8	-33	-4.6	2	-2	0	-5.8
CCOc1cc(/C=N/NC(=O)CN2CCCCC2)ccc1O	-6	104	-3	0	-2.6	4	15	14	-0.8
Cc1cc(NS(=O)(=O)c2ccc(NC(=O)Cc3cccs3)cc2)no1	-7	104	4	2	-2.1	3	4	6	-0.6
COc1ccc(C(=O)C2CCCN(C(=O)c3cccnc3OC)C2)cc1F (stereo not drawn)	-18	86	1	16	-0.5	10	-7	7	-3.0
COc1ccc(CCNC(=O)c2cccc3ccccc23)cc1OC	-9	104	-10	16	-4.2	8	0	-6	1.6
Oc1cccc2c(NC(=S)Nc3ccc(SC(F)F)cc3)cccc12	17	106	13	26	-1.0	-10	3	89	-3.2
COc1ccc(C2C(C(=O)c3ccc(C)o3)=C(O)C(=O)N2CC2CCCO2)cc1OC (stereo not drawn)	-35	106	6	4	-1.4	0	5	10	0.1
Cc1cc(C)nc(SCc2ccc(C(=O)N/N=C/c3ccc(C(=O)O)cc3)cc2)n1	-35	91	2	-17	-0.7	9	-6	37	-1.5

In another format: entries from further up.
Below each compound: FID counter, MEKK2wt PB1 HTS, PfM18AAP inh, NALP1 inh, IMP-1 inhibitor, HCV NS3 hel inh, MEKK2mut PB1 HTS, UBC9 SUMO inh, VIM-2 inh
> COc1ccc(Nc2cc(C)nc3ncnn23)cc1Cl
  -10, 103, 0, 3, -4.5, 15, 3, 2, 9.4*
> CC(NS(=O)(=O)c1ccc([N+](=O)[O-])cc1)C(=O)NN (stereo not drawn)
  -9, 98, 8, -33, -4.6, 2, -2, 0, -5.8

The list goes on.
SMILES	FID counter	MEKK2wt PB1 HTS	PfM18AAP inh	NALP1 inh	IMP-1 inhibitor	HCV NS3 hel inh	MEKK2mut PB1 HTS	UBC9 SUMO inh	VIM-2 inh
COc1cc2c(cc1OC)-c1nnc(-c3cccs3)n1C(C)(C)C2	-17	111	2	x	-2.8	5	12	x	-4.4
COc1cccc(NC(=O)Cn2c(SCC(=O)N3CCOCC3)nc3ccccc32)c1	-7	102	7	29	-2.5	3	4	6	-1.6
CCOC(=O)C(NC(=O)c1ccccc1)=C1C=C(C)OC(C)=C1	-3	107	7	3	-3.6	-2	10	9	-1.5
Cn1c(NCCCN2CCOCC2)nc2c1c(=O)n(Cc1ccc(Cl)cc1Cl)c(=O)n2C	18	113	10	19	0.7	-24	3	9	-1.2
Cc1c(Cl)cnc(NC(=O)COC(=O)c2cccc(S(=O)(=O)N3CCc4ccccc4C3)c2)c1Cl	-9	96	4	0	-3.5	7	-2	-16	-6.0
CC(=O)Nc1ccc(NC(=O)[C@@H](NC(=O)c2cccc(C)c2)C(C)C)cc1	-14	103	0	1	-2.7	6	-1	6	-0.4
Cc1cc([N+](=O)[O-])nn1CCC(=O)Nc1nccs1	4	98	1	1	-1.4	1	-10	2	-4.3
COc1cc(S(=O)(=O)N2CCC(c3nc4ccccc4s3)CC2)ccc1S(=O)(=O)NC1CCCC1	1	99	-1	4	-2.9	-3	2	15	-2.1
N#CCc1ccc(Oc2ncccn2)cc1	-1	94	-19	-4	0.7	4	-4	6	-1.4
O=S(=O)(NC1CCCCC1NCc1ccco1)c1ccc(Cl)cc1 (stereo not drawn)	7	109	9	4	-0.5	-4	1	29	-4.3
Cc1ccc(-c2csc(N3CCN(c4ccc5nc(-c6ccncc6)n(CCN6CCCCC6)c5c4)CC3)n2)cc1	2	131	3	24	-2.4	-146	17	20	-2.6
CCOC(=O)C1(S(=O)(=O)c2ccc(Cl)cc2)CCN(Cc2ccccc2)CC1	-13	86	2	0	-2.2	-5	-9	10	0.2
CC(C)(C)OC(=O)NCCC(=O)N/N=C/c1ccc2nccnc2c1	-15	95	-2	2	0.1	-1	-1	14	-2.1
Cn1c(=O)[nH]c(=O)c2c1nc(N1CCOCC1)n2CCc1ccccc1	-5	99	4	6	-1.1	6	1	1	-6.8
COc1ccc2c(c1)-c1c(sn(-c3ccc(OC)c(OC)c3)c1=S)C(C)(C)N2	-15	105	2	11	-2.7	-28	3	-18	0.3
COc1ccc(C(NC(=O)c2ccccc2F)NC(=O)c2ccccc2F)cc1	-7	91	-2	12	-1.1	-3	14	-1	-0.9
CCN1CCN(C(=O)C2CCN(S(=O)(=O)c3ccc4c(c3)NC(=O)C(C)S4)CC2)CC1 (stereo not drawn)	13	101	-4	23	-0.4	8	-4	6	4.9
COc1ccccc1-n1c(=S)[nH]c2c(sc(=S)n2-c2ccccc2)c1=O	-13	87	2	-8	-4.7	8	-11	4	-3.8
Cc1cc(Cl)ccc1OCC(=O)NC(=S)Nc1ccccc1N1CCOCC1	-1	102	-13	25	-2.1	1	-1	6	0.4
COc1ccc(NC(=O)CSc2nnc(Cn3c(=O)sc4ccccc43)n2C)cc1	0	102	-2	-2	-2.5	-1	2	-10	0.7

Full records as entered above. Screens in order: FID counter	MEKK2wt PB1 HTS	PfM18AAP inh	NALP1 inh	IMP-1 inhibitor	HCV NS3 hel inh	MEKK2mut PB1 HTS	UBC9 SUMO inh	VIM-2 inh
Cn1c(NCCCN2CCOCC2)nc2c1c(=O)n(Cc1ccc(Cl)cc1Cl)c(=O)n2C across the screens: 18	113	10	19	0.7	-24	3	9	-1.2
CCOC(=O)C1(S(=O)(=O)c2ccc(Cl)cc2)CCN(Cc2ccccc2)CC1 across the screens: -13	86	2	0	-2.2	-5	-9	10	0.2
COc1ccc(C(NC(=O)c2ccccc2F)NC(=O)c2ccccc2F)cc1 across the screens: -7	91	-2	12	-1.1	-3	14	-1	-0.9
Cc1cc([N+](=O)[O-])nn1CCC(=O)Nc1nccs1 across the screens: 4	98	1	1	-1.4	1	-10	2	-4.3
N#CCc1ccc(Oc2ncccn2)cc1 across the screens: -1	94	-19	-4	0.7	4	-4	6	-1.4

(list continues)
SMILES	FID counter	MEKK2wt PB1 HTS	PfM18AAP inh	NALP1 inh	IMP-1 inhibitor	HCV NS3 hel inh	MEKK2mut PB1 HTS	UBC9 SUMO inh	VIM-2 inh
N#Cc1ccc(OCC(O)CN2CCN(c3ncc(C(F)(F)F)cc3Cl)CC2)cc1 (stereo not drawn)	-1	91	1	38	-1.0	-17	-10	-15	-0.5
Cc1cccc(N2CCN(C(=O)c3ccc4c(c3)NC(=O)C(CSCc3ccc(F)cc3)N4)CC2C)c1 (stereo not drawn)	-32	99	11	11	-6.8	20	2	23	-1.7
O=C(O)/C(=C\c1ccco1)NC(=O)c1ccco1	1	107	3	13	-0.3	-3	8	20	-0.3
Cn1c(/C(C#N)=C2/CCCCCN2)nc2ccccc21	-19	101	2	15	-3.8	9	3	18	-4.0
CCC(C)(C)NC(=O)C(c1ccncc1)N(C(=O)Cn1nnc2ccccc21)c1cc2c(cc1C(C)=O)OCO2 (stereo not drawn)	-2	96	-2	6	-2.0	-9	-3	4	0.2
Cc1cc(Br)c(S(=O)(=O)NCc2cccnc2)cc1C	-9	97	-2	6	-2.0	9	11	-3	-2.0
O=C(NCc1cccs1)c1cc(-c2cccc(Cl)c2)on1	-2	117	1	-3	-3.4	4	7	22	-1.1
CCCCCCOc1ccc(OC(=O)c2ccncc2)cc1	-4	105	7	46	-3.5	4	2	-13	-3.5
Cc1ccc(C(=O)N2CCN(S(=O)(=O)c3ccc(C)cc3)CC2)cc1	-23	105	5	8	-2.4	-5	-1	9	-2.7
COCCCNC(=O)NC(=O)c1ccccc1	-1	99	1	28	-2.6	8	0	9	-2.4
O=C(O)CCCC(=O)N1N=C(c2ccccc2)CC1c1ccc2nccnc2c1 (stereo not drawn)	-39	106	2	11	-3.6	-9	2	2	-1.4
C=CCn1c(O)c(N=Nc2ccccc2)c2ccccc21	-6	100	6	5	-3.7	3	1	3	-0.3
CC1=NN(C(N)=S)C(C)(C)C1	3	87	-4	-2	-1.5	3	-23	5	-1.4
CCOC(=O)C1=C(C)Nc2ncnn2C1c1cc(OC)ccc1OC (stereo not drawn)	-4	105	-9	13	-4.3	-5	4	12	-0.6
C=CCN1C(=O)c2ccc(C(=O)N3CCN(S(=O)(=O)c4cccc(Cl)c4)CC3)cc2C1=O	-43	111	6	3	-3.3	1	8	-6	-2.5
Cc1ccc(OCC(=O)NCCCNC(=O)c2cccnc2)cc1	-6	97	0	-12	-0.7	6	-5	3	-1.4
CCCc1ccc(C2=Nn3c(nnc3C(C)C)SC2)cc1	-36	96	19	-7	-1.7	4	-3	3	-1.6
CCOc1cc(/C=N/O)ccc1OS(=O)(=O)c1ccc(C)cc1	-8	107	3	-1	-1.2	-6	2	25	-1.6
CS(=O)(=O)c1ccc(-c2nnn(CC(=O)Nc3ccc4c(c3)OCCO4)n2)cc1	-9	97	3	-2	-1.8	1	-3	-3	-1.6
CCOc1ccc(CCNC(=O)Cc2ccc(NC(=O)C3=C(C)OCCS3)cc2)cc1	-49	102	2	-17	0.3	0	3	2	-5.1
O=C(CNC(=O)c1ccccc1F)N/N=C/c1ccc2c(c1)OCO2	-8	99	-11	10	-2.5	0	2	15	-1.3

Bioassay records as filed in PubChem.
